High-throughput results deposited in PubChem by several laboratories.
MEKK2mut PB1 HTS = MEK5 binding signal on mutant MEKK2 PB1, primary screen, biochemical, multiplex bead flow cytometry, Alexa488-MEK5 | Alexa488-MEK5 binding to MEKK2 mutant | percent response, % at 10 µM | 0.35% of 290,000 active | AID 1530, 2009; in the data active = percent response above about 24%, passing the limit was not always enough; note: inactives centre near 1; some results filed as inactive read as strong as hits
CRFR2-BP ag = agonists of CRF-BP/CRF-R2 complex, primary screen, cell-based, HEK293, calcium dye fluorescence, uHTS | CRF-binding protein / CRF receptor 2 complex (human) | calcium dye fluorescence (FLIPR); percent of saturating CRF peptide response | activation, % at 13.2 µM | 0.46% of 350,000 active | AID 588473, 2011;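 active = activation of at least 50%, plus an integration ratio under a set limit after plate pattern correction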;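 note: plate controls were neutral control wells without compound for no effect and CRF at EC100 for full effect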
MEKK2wt PB1 HTS = modulators of MEK5 binding to wildtype MEKK2, primary screen, biochemical, multiplex bead flow cytometry, Alexa488-MEK5; Alexa488-MEK5 binding to MEKK2 WT; actives lie on both sides; binding response (% of control), % at 10 µM; 1.1% of 290,000 active; Mitogen-activated protein kinase kinase kinase 2 (Homo sapiens), Q9Y2U5; in the data active = binding response below about 67% or above about 130%
GalR3 antag = GalR3 antagonists in HEK293 cells, primary screen, cell-based, fluorescence readout; HEK293 GalR3-CNG cAMP membrane potential fluorescence; galR3 body fused to GalR1 C-terminus; inhibition, % at 3 µM; 0.44% of 360,000 active; AID 651719, 2012;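 active = inhibition above the screen-wide average plus 3 SD, cut at about 13% in these data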;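 note: forskolin and galanin both at EC90 stimulate the cells; cAMP rise reported by CNG channel membrane potential dye signal; 0% = forskolin plus galanin with DMSO and 100% = forskolin alone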
Target sequence (O60755 1-299 limits assumed): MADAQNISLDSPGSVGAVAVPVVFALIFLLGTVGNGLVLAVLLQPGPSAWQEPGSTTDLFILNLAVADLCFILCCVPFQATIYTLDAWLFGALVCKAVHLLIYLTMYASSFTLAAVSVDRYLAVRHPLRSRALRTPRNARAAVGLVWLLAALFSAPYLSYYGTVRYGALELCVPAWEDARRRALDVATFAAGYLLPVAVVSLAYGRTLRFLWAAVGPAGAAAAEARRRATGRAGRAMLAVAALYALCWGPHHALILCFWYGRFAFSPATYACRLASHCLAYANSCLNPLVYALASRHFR
DNA FID counter = compounds displacing fluorescent DNA intercalator, primary screen, artefact control for HCV NS3 helicase inhibitor project, biochemical, FID fluorescence. DNA fluorescent intercalator displacement. inhibition, % at 7.9 µM. 0.17% of 290,000 active. AID 1845, 2009; in the data active = inhibition above about 37%;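 note: 0% = vehicle and 100% = reference compound; higher means more ethidium bromide displaced from hairpin DNA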
HCV NS3 hel inh = inhibitors of HCV NS3 helicase, primary screen, biochemical, Cy5 molecular beacon fluorescence; Hepatitis C virus NS3 helicase; NS3 helicase DNA unwinding; inhibition, % at 10.9 µM; 0.56% of 290,000 active; AID 1800, 2009;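 active = inhibition above the mean of all tested compounds plus 3 SD, set per campaign, cut at about 35% in these data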;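 note: 0% = DMSO wells and 100% = thioflavine S control wells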
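Control set: DMSO versus 110 µM thioflavine S; Material: NS3 helicase fragment of HCV; Measured by: Cy5 fluorescence at 0 and 60 min, beacon hairpin quenching; Read-out basis: percent inhibition from t60/t0 fluorescence ratio; Times: reaction time 60 min, 25 °C; Repeats: single replicate; Compound dosing: single dose, 10.9 µM nominal final, DMSO 0.8% final.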
UBC9 SUMO inh = inhibitors of in vitro SUMOylation cascade, primary screen, biochemical, HTRF, uHTS | SUMO-conjugating enzyme UBC9 (Homo sapiens), P63279 | HTRF SUMOylation assay, SAE1/SAE2 + UBC9 | inhibition, % at 35 µM | 0.36% of 290,000 active | AID 2006, 2009; in the data active = inhibition above about 50%, passing the limit was not always enough; note: strong numbers were not always called active
Target sequence (P63279 whole entry, looked up): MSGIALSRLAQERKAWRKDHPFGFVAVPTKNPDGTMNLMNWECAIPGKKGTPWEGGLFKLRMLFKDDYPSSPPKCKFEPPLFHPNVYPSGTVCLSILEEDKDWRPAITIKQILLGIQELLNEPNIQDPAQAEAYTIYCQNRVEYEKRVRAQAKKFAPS
CRFBP-R2 block = antagonists of CRF-BP/CRF-R2 complex, primary screen, cell-based, HEK293, calcium dye fluorescence, uHTS | CRF-induced calcium fluorescence | AID 588475, 2011 | 0.59% of 350,000 active | inhibition, % at 11.8 µM;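 active = inhibition of the ligand-induced calcium signal above about 50% at the single tested concentration, limit read from the data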
MEKK3 PB1 HTS = modulators of MEKK3-MEK5 PB1 binding, primary screen, biochemical, wildtype MEKK3, multiplex bead flow cytometry, Alexa488-MEK5; Mitogen-activated protein kinase kinase kinase 3 (Homo sapiens), Q99759; bead-based flow cytometry, Alexa488-MEK5 binding to MEKK3; actives lie on both sides; 0 = blocked by unlabeled MEK5, 100 = vehicle; binding response (% of control), % at 10 µM; 1.4% of 290,000 active;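 active = binding response more than 3 SD above or below the average of its plate-row segment, actives on both sides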;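 note: Alexa488 bead fluorescence after subtracting the streptavidin-only scavenger bead signal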
Target sequence (Q99759 whole entry, looked up): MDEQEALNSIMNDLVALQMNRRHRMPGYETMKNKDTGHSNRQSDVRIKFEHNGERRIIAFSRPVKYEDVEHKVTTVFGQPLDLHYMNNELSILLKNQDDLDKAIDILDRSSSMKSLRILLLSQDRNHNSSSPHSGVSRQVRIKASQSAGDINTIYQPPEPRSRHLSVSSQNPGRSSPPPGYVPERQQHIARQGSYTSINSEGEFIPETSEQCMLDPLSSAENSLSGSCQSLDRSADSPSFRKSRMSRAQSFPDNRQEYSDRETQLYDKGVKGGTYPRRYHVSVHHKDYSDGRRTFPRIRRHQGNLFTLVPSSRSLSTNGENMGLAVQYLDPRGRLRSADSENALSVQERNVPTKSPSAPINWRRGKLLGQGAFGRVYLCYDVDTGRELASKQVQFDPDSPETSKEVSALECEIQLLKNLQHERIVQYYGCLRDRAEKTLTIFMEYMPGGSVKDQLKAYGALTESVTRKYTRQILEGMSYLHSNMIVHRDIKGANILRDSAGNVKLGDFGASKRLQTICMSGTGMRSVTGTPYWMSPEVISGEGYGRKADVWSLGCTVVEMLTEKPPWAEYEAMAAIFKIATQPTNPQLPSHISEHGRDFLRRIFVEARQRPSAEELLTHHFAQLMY
Numbers without * were called inactive; . = not tested or not shown. An excerpt (hit frequency here may not be typical).

SMILES	MEKK2mut PB1 HTS	CRFR2-BP ag	MEKK2wt PB1 HTS	GalR3 antag	DNA FID counter	HCV NS3 hel inh	UBC9 SUMO inh	CRFBP-R2 block	MEKK3 PB1 HTS
CCCCSc1nnc2c(n1)[nH]c1ccccc12	-6	2.7	107	-6	0	6	13	3	105
O=C(Nc1cccc2cccnc12)c1ccc2c(c1)OCCO2	0	-1.9	96	-4	-9	-6	-4	28	101
COc1cccc(C2/C(=C(\O)c3ccc4c(c3)OCCO4)C(=O)C(=O)N2CCCn2ccnc2)c1 (stereo not drawn)	-2	-0.6	97	-4	-28	3	-5	8	97
O=C(/C=C/c1ccco1)N(Cc1cccc(Br)c1)C1CCS(=O)(=O)C1 (stereo not drawn)	-4	-0.3	105	-3	-22	26	30	10	104
CCOC(=O)C1CCN(CC(O)COCc2cccs2)CC1 (stereo not drawn)	-1	0.7	103	-1	9	11	3	-7	105
Cc1sc(NC(=O)c2ccc(OCC(C)C)cc2)c(C(N)=O)c1-c1ccc(Cl)cc1Cl	1	-0.4	101	-2	-4	4	30	9	113
O=C(CN1CCN(C(=O)C2COc3ccccc3O2)CC1)Nc1ccc(F)cc1 (stereo not drawn)	-6	-3.0	99	-5	-6	-6	10	4	97
Cc1cc(C)n(C(=O)Cn2nc(C(F)F)cc2C)n1	-1	-1.7	91	0	1	-1	-5	9	83
COC(=O)c1cn(NC(=O)Cc2c(F)cccc2Cl)c(=O)c2ccccc12	-14	-0.8	81	-5	-8	-3	-1	15	91
O=C(COC(=O)/C=C/c1ccccc1)Nc1ccccc1Br	16	2.5	115	-5	-7	9	0	-14	101
CSc1nc(SCC(=O)O)c2c3c(sc2n1)COC(C)(C)C3	5	0.7	98	-1	-25	12	-2	0	101
O=c1c(C(c2ccccc2)c2c(O)nc3n(c2=O)CCCS3)c(O)nc2n1CCCS2	0	-0.4	105	-2	3	4	6	22	102
COC(=O)c1ccccc1NC(=O)Nc1cccnc1	6	1.1	99	-1	-4	0	16	34	99
S=c1[nH]nc(COc2ccccc2)n1/N=C/C=C/c1ccco1	0	-0.8	93	0	-10	20	45	-3	100
CC(C)c1ccc(NC(=O)C2CCN(c3ncnc4c3nc3n4CCCCC3)CC2)cc1	-1	0.1	101	-7	-35	-8	6	0	100
CNC(=O)/C(C#N)=C/c1cn(CC(=O)NCc2ccco2)c2ccccc12	1	-0.6	102	-3	-4	-1	9	6	100
CC(=O)c1ccc(NS(=O)(=O)c2ccc(C(C)(C)C)cc2)cc1	-3	1.5	94	-7	-11	-11	15	-2	98
CCOC(=O)N1CCC(Nc2c(NCCN3CCN(c4cccc(Cl)c4)CC3)c(=O)c2=O)CC1	5	0.3	98	2	0	-5	16	4	98
O=C(Nc1ccc(N=Nc2ccccc2)cc1)c1ccc(Cl)cc1Cl	-4	0.7	89	-2	-1	-15	-11	-25	91
CCOC(=O)CSc1n[nH]c(NC(C)=O)n1	9	-1.6	108	-4	2	13	13	-4	107
COc1ccc(COCC(O)CN(Cc2ccco2)Cc2ccccc2O)cc1 (stereo not drawn)	1	0.1	117	2	-13	-6	-11	5	107
Cc1cccc(C)c1NC(=O)CN(C)C(=O)c1cc([N+](=O)[O-])ccc1N1CCOCC1	6	-1.1	105	-4	-8	1	3	-12	101
Cc1ccc(SCCNS(C)(=O)=O)cc1	3	-0.5	101	-1	-2	2	3	4	101
O=S(=O)(NC1c2cccc3cccc(c23)C1Sc1ncccn1)c1ccccc1 (stereo not drawn)	0	-0.6	100	-3	-11	0	1	22	144*
Clc1ccc(CN2C3=NCCN3c3ccccc32)cc1	4	-1.4	105	-4	9	-6	-3	-7	101
SMILES	MEKK2mut PB1 HTS	CRFR2-BP ag	MEKK2wt PB1 HTS	GalR3 antag	DNA FID counter	HCV NS3 hel inh	UBC9 SUMO inh	CRFBP-R2 block	MEKK3 PB1 HTS
O=C(Nc1ccc(CN2CCOCC2)cc1)c1ccc(-c2cccc(Cl)c2)o1	1	0.4	119	2	14	-70	14	11	105
NC(=O)c1ccc2c(=O)c(O)c(-c3cc(Cl)c(N)c(Cl)c3)[nH]c2c1	-3	3.6	80	-4	-4	38*	19	-3	95
O=C(NC1CC2CCCC(C1)N2C(=S)Nc1ccccc1)C1CC1 (stereo not drawn)	6	1.4	102	-7	-8	-2	-3	-2	101
CC1(OC(=O)CCc2ccccc2)C(=O)C=C2C=C(c3ccc(C#N)cc3)N(CC3CC3)C=C2C1=O (stereo not drawn)	6	3.9	92	-2	.	.	3	4	95
COC(=O)c1ccc(CN2CCN(Cc3ccccc3)C(CCO)C2)cc1 (stereo not drawn)	7	-0.5	100	-2	3	1	-3	-15	103
COc1cc(C(=O)N/N=C(\c2ccccc2)c2ccccn2)cc(OC)c1OC	0	-2.3	106	2	-16	-1	-15	0	134*
O=C(CCC(=O)OCc1ccc(C(=O)Oc2ccccc2)cc1)Nc1cccc2ccccc12	-1	-1.9	105	-2	2	-2	-19	4	102
CC(CNC(=O)Cn1ccc2cc(S(=O)(=O)N3CCCC3)ccc21)c1ccccc1 (stereo not drawn)	3	0.0	99	0	-33	-10	-1	-7	96
COc1ccccc1/C=C/C(=O)NCCc1ccccn1	1	-0.1	97	-6	-15	10	12	2	97
COC(=O)N/N=C\c1c(C)nn(-c2ccccc2)c1Cl	9	-2.1	93	-1	-7	0	1	4	99
O=C(NC1(C(F)(F)F)C(=O)Nc2c1c(=O)[nH]c(=O)n2Cc1ccco1)C1CCCCC1 (stereo not drawn)	3	-1.5	108	-1	0	2	18	-15	107
O=C(CSc1nnc(Nc2ccccc2)s1)Nc1ccc(S(=O)(=O)N2CCOCC2)cc1	-2	0.4	101	-3	-20	-10	1	1	100
O=C(O)CC(c1cccc(Cl)c1)n1cccc1 (stereo not drawn)	1	-1.0	102	-5	-6	4	19	-2	98
COCCCn1c(SCC(=O)NC(C)(C)C)nnc1-c1ccccc1	.	10	.	-5	-12	-1	-8	5	.
O=C(COc1ccccc1C(=O)Nc1ccccc1)c1ccc(Br)cc1	-2	6.2	104	-2	-4	6	-10	-13	102
CCN(CC)S(=O)(=O)c1ccc2oc(C(=O)N3CCc4ccccc4C3)c(C)c2c1	-1	5.5	110	.	-18	3	-15	-12	105
CC1CCCC(C)N1C(=O)COc1ccc(C(=O)Nc2ccccc2N2CCOCC2)cc1 (stereo not drawn)	-5	-3.6	98	-1	-8	-3	5	-3	100
Cc1ccc(S(=O)(=O)NN2C(=O)/C(=C/c3ccc(F)cc3)SC2=S)cc1	12	0.4	107	-3	-26	-12	13	25	102
COc1cc(/C=N/NC(=O)c2cc(-c3ccccc3)sc2N)cc(OC)c1OC	4	0.4	106	-1	-21	-3	-29	24	106
COc1cc(NC(=O)c2ccc(-c3ccc(Br)cc3)o2)ccc1NC(=O)C(C)C	5	1.9	107	3	-2	-1	8	-10	106
CN(C)c1ccc(C(O)P(=O)(OCc2ccccc2)c2ccc(N(C)C)cc2)cc1 (stereo not drawn)	-1	0.3	96	-3	-35	-15	16	0	94
CCC(Cc1ccccc1)NC(=O)Cn1cccc1C(=O)c1ccccc1 (stereo not drawn)	1	-0.6	103	-10	-45	-5	.	-11	103
COc1ccccc1NC(=O)Nc1nnc(CC(=O)Nc2ccccc2)s1	-2	.	88	-5	11	3	20	.	78
CCn1cc(Cl)c(C(=O)N2N=C3/C(=C/c4cccs4)CCCC3C2c2cccs2)n1 (stereo not drawn)	1	-0.7	101	-6	-3	-5	-2	-15	105
CC(=O)c1sc(NC(=O)c2ccc(Br)o2)nc1C	8	-1.1	104	1	-10	5	21	-3	103
SMILES	MEKK2mut PB1 HTS	CRFR2-BP ag	MEKK2wt PB1 HTS	GalR3 antag	DNA FID counter	HCV NS3 hel inh	UBC9 SUMO inh	CRFBP-R2 block	MEKK3 PB1 HTS
COc1cc(C#N)ccc1OCC(=O)c1ccc2c(c1)OCCO2	13	2.6	114	-3	-9	1	21	32	113
CN1CCN(C(=O)C2=C[C@H](c3ccc4c(c3)OCO4)C[C@H](OCc3ccc(CO)cc3)O2)CC1	6	-2.8	101	-8	4	3	16	2	103
O=C(CCS(=O)(=O)c1cccc2nonc12)N1CCOCC1	4	1.2	107	-4	-10	6	8	-5	106
O=C1CCCC/C1=N\Nc1ccc(OCc2ccccc2)cc1	0	-0.6	93	-4	-10	12	0	12	96
OC1(c2ccccc2)CN(c2ccccc2)C2=[N+]1CCS2 (stereo not drawn)	5	-1.7	101	-4	-8	-13	-10	4	101
Cc1cccc(-n2nnc(C(=O)NCc3ccco3)c2N)c1	1	-1.6	100	-1	-11	9	32	29	99
Cc1cccc(-n2c(C)cc(/C=N/NC(=O)c3cccc([N+](=O)[O-])c3C)c2C)c1	-1	-1.2	99	2	-7	-5	14	-1	97
O=C(Nc1ccncc1)Nc1ccc(F)c(Cl)c1	5	0.9	106	-2	13	-6	27	-16	99
O=C(COC(=O)CNC(=O)c1cccc([N+](=O)[O-])c1)Nc1nc2ccccc2s1	-2	-1.3	102	-3	7	2	1	1	100
CCN1CCN(C(c2ccc(OC)cc2)c2nnnn2Cc2ccc3c(c2)OCO3)CC1 (stereo not drawn)	7	-1.0	132	-6	10	-20	8	2	144*
O=C(O)c1cc(-c2ccco2)[nH]n1	-4	-0.9	100	-5	-1	4	22	3	100
COc1ccc(C2NC(=S)NC(C)=C2C(=O)Nc2ccccn2)cc1 (stereo not drawn)	-3	0.3	96	3	-3	-1	11	-26	96
COc1ccccc1-n1cc([C@@H]2C[C@H]3CN(c4ccccc4)C(=O)[C@]34CCCN24)cn1	138*	1.7	71	-4	-18	-18	0	-5	104
Cn1c(=O)c2c(nc(CN3CCN(C(c4ccccc4)c4ccccc4)CC3)n2CCCO)n(C)c1=O	2	0.9	109	-9	-54	-5	17	3	108
Cc1ccn2c(C(=O)N/N=C\c3ccc4c(c3)OCO4)c(C)nc2c1	2	1.3	95	0	-7	0	15	-22	100
CCCCNS(=O)(=O)c1ccc(OC)cc1	5	-3.9	111	-2	-1	-3	10	5	108
CCOc1ccc(N(CC(=O)Nc2ccccc2)S(C)(=O)=O)cc1	-1	-2.8	102	-1	-7	-7	6	8	101
O=C(CCCC(=O)OCC(=O)c1ccc(Cl)cc1)NC1CCCCC1	3	-3.9	98	-4	-25	15	-5	14	101
Cc1ccc(-c2nc3ccccc3c(=O)n2NC(=S)N(C)C)cc1	0	2.1	106	0	2	-6	3	5	100

Compounds above that have a cyano group, in the order listed:
SMILES	MEKK2mut PB1 HTS	CRFR2-BP ag	MEKK2wt PB1 HTS	GalR3 antag	DNA FID counter	HCV NS3 hel inh	UBC9 SUMO inh	CRFBP-R2 block	MEKK3 PB1 HTS
CNC(=O)/C(C#N)=C/c1cn(CC(=O)NCc2ccco2)c2ccccc12	1	-0.6	102	-3	-4	-1	9	6	100
CC1(OC(=O)CCc2ccccc2)C(=O)C=C2C=C(c3ccc(C#N)cc3)N(CC3CC3)C=C2C1=O (stereo not drawn)	6	3.9	92	-2	.	.	3	4	95
COc1cc(C#N)ccc1OCC(=O)c1ccc2c(c1)OCCO2	13	2.6	114	-3	-9	1	21	32	113
